L3MBTL1 block – qHTS Assay for the Inhibitors of L3MBTL1 | Lethal(3)malignant brain tumor-like protein 1 (Homo sapiens), Q9Y468 | AlphaScreen L3MBTL1–H3K9me1 peptide binding | Potency, µM (highest dose often 57.1 µM), without a hit: top-dose activity, negative = inhibition, actives largely listed as inhibitors | 0.66% of 230,000 active | AID 485360, 2010; note: % is set by controls: 0 for no effect and ±100 for the full control effect; nearly all actives have a fitted effect of over 60% in size
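AlphaScreen assay: L3MBTL1 (50 nM final) was preincubated 30 min at room temperature with biotinylated H3(1-15)K9me1 peptide (75 nM final), then 30 min with library compounds; streptavidin donor and nickel chelate acceptor beads (10 ug/mL final) added, 30 min dark.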
KinaseGlo FLuc – Counterscreen for Luciferase (Kinase-Glo TM) Inhibition; Luciferin 4-monooxygenase (Photuris pensylvanica), Q27757; Kinase-Glo luciferase, ATP luminescence, 8 min; Potency, µM (highest dose often 38.3 µM), without a hit: top-dose activity change, negative = inhibition, actives largely listed as inhibitors; 0.28% of 200,000 active; AID 1379, 2008; note: % is set by controls: 0 for no effect and ±100 for the full control effect; nearly all actives have a fitted effect of over 60% in size
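Substrate mix (final 50 mM imidazole pH 7.2, 50 mM KCl, 7 mM MgCl2, 10 uM ATP, 0.01% Tween 20, 0.05% BSA) plus pin-tool compound, then Kinase-Glo detection mix; 8 min ambient, luminescence read.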
Tau ThT inhib – qHTS for Inhibitors of Tau Fibril Formation, Thioflavin T Binding; recombinant tau K18 P301L (four-repeat tau fragment), heparin-induced fibrillization, ThT fluorescence; Potency, µM (titrated, usually from 57.4 µM), inactives show top-dose activity, negative = inhibition, actives largely listed as inhibitors; AID 1460, 2008; Microtubule-associated protein tau (Homo sapiens), P10636; 2.1% of 270,000 active; note: % is set by controls: 0 for no effect and ±100 for the full control effect; nearly all actives have a fitted effect of over 55% in size
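Aggregation was driven by heparin (20 uM final) acting on recombinant tau […] bearing P301L in 100 mM sodium acetate pH 7; fibrils were detected with Thioflavin T.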
SMN2 splice enh – qHTS Assay for Enhancers of SMN2 Splice Variant Expression; HEK293 SMN2-luciferase splicing reporter, luminescence, 30-36 h; Potency, µM (series often up to 46.1 µM), without a hit: at the highest dose activity change, positive = activation, actives largely listed as activators; 2.8% of 210,000 active; AID 1458, 2008; note: % of control where 0% means no effect; nearly all actives have a fitted effect of over 55% in size
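HEK293 cells carry an SMN2 […]–luciferase reporter in which exon 7 inclusion puts luciferase in frame. Cells were plated 10-12 h before compound addition, then incubated 30-36 h at 37C. ONE-Glo luminescence was read; sodium butyrate at 4.5 mM final served as control.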
JMJD2E inh – qHTS Assay for Inhibitors of Human Jumonji Domain Containing 2E (JMJD2E). 1.6% of 230,000 active. JMJD2E catalytic domain, FDH-coupled NADH fluorescence (FDH is formaldehyde dehydrogenase). Potency, µM (highest dose often 57.1 µM), for the others: at the highest dose activity change, negative = inhibition, actives largely listed as inhibitors. Lysine-specific demethylase 4E (Homo sapiens), B2RXH2; active = well fitted inhibition curve with a large enough effect, not every such curve was filed as active; inconclusive = small, poorly fitted or top-dose-only effect, or another doubt; inactive = no such curve, though single readings can be large or run the other way;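 note: 0% = wells with enzyme and -100% = buffer wells without enzyme; nearly all actives have a fitted effect of over 50% in size; many of its hits are not listed in these tables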
ALDH1A1 block – qHTS Assay for Inhibitors of Aldehyde Dehydrogenase 1 (ALDH1A1) | Aldehyde dehydrogenase 1A1 (Homo sapiens), P00352 | Purified ALDH1A1, NADH fluorescence, propionaldehyde substrate | Potency, µM (highest dose often 75.3 µM), without a hit: at the highest dose activity, negative = inhibition, usual class: inhibitors | 7.3% of 220,000 active | AID 1030, 2008; active = well fitted inhibition curve with a large enough effect, not every such curve was filed as active; inconclusive = small, poorly fitted or top-dose-only effect, or another doubt; inactive = no such curve, though single readings can be large or run the other way;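 note: plate controls were no enzyme wells and a reference inhibitor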
Target sequence (P00352 whole entry, looked up): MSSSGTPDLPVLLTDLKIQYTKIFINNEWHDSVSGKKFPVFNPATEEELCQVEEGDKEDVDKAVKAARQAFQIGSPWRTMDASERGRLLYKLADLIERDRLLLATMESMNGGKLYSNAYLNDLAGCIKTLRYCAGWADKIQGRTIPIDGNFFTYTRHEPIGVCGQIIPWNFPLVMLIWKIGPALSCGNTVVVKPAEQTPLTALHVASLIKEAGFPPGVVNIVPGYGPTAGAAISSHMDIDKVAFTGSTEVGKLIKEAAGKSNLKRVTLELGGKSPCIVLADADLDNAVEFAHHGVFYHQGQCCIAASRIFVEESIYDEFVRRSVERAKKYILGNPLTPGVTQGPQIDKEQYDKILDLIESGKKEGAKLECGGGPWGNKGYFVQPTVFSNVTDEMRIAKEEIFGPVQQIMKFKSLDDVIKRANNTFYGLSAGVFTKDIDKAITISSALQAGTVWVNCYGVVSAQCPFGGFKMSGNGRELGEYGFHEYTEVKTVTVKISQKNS
RECQ1 inh – qHTS Assay for Inhibitors of RecQ-Like Dna Helicase 1 (RECQ1). AID 2549, 2010. Potency, µM (doses to about 57.3 µM), for the others: at the highest dose activity, negative = inhibition, usual class: inhibitors. ATP-dependent DNA helicase Q1 (Homo sapiens), P46063. 0.54% of 240,000 active. RECQ1 DNA unwinding, red fluorescence kinetic read;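 note: plate controls were vehicle for no effect and no enzyme for full effect; nearly all actives have a fitted effect of over 30% in size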
Target sequence (P46063 whole entry, looked up): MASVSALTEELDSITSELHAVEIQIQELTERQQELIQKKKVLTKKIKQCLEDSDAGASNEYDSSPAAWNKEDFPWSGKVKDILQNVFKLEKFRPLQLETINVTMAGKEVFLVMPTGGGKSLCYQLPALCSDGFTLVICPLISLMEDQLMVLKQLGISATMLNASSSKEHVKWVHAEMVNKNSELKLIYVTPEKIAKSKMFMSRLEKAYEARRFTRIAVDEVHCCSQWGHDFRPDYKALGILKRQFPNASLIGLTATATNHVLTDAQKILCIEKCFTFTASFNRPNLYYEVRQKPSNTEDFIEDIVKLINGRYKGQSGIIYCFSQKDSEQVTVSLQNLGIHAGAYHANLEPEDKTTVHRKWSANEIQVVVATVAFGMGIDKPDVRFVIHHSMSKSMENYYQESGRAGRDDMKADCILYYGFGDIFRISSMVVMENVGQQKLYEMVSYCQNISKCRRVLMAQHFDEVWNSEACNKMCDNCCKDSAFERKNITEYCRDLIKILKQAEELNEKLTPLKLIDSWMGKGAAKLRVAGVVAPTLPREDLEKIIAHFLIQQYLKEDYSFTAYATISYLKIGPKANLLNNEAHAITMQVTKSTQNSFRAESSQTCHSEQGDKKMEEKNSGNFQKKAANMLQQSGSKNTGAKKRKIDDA
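RECQ1T1 50 nM; forked duplex (20 bp + 30-nt ss tails) 200 nM, ATP 2 mM final; pH 8.0, 2 mM MgCl2, 2.5 ug/ml poly(dI-dC); 15 min compound preincubation; discontinuous kinetic read over 2 h at RT.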
Lamin A splicing – qHTS Assay for Modulators of Lamin A Splicing | HeLa LMNA splicing GFP/RFP minigene ratio, 48 h | 0.01% of 200,000 active | AID 1487, 2009 | Potency, µM (series often up to 46.1 µM), inactives show at the highest dose ratio change, negative = inhibition, usual class: inhibitors; active = well fitted inhibition curve with a large enough effect in the signal ratio, with a control signal flat, not every such curve was filed as active; inconclusive = small, poorly fitted or top-dose-only effect, or effect the other way, or a change in a side signal; the % refers to the signal ratio; note: % is set by controls: 0 for no effect and ±100 for the full control effect
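S3 HeLa stable clones carrying a lamin A-EGFP splicing minigene plus DsRed2 were seeded at 600 cells/well in Opti-MEM with 2% FBS, pin-dosed and incubated 48 h at 37°C. Acumen cytometry (488 nm) gave the GFP/RFP total-intensity ratio.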
Starred values were filed as active, the others as inactive; i = inactive; ? = inconclusive; . = no result given; [ ] = another dose, or the depositor's remark. Unless noted, calls come from the whole dose curve; as a rule, active = well fitted curve in the direction sought with a large enough effect; inconclusive = small, poorly fitted or top-dose-only effect, or another doubt; inactive = no such curve, though single readings can be large; an effect the other way counts as inactive or inconclusive. Potency is the fitted concentration of half-maximal effect.

no.	SMILES	L3MBTL1 block	Lamin A splicing	ALDH1A1 block	KinaseGlo FLuc	JMJD2E inh	RECQ1 inh	SMN2 splice enh	Tau ThT inhib
1	O=C(Oc1cccc(-n2cnnn2)c1)c1ccccc1	9%	-1%[46 µM]	2%	1%	6%	i	-10%	-2%
2	CCCn1c(SCN2C(=O)c3ccccc3C2=O)nc2cc(Cl)ccc2c1=O	-2%	-1%	1%	0%	5%	-1%	-60%[inhibitor]	-5%
3	COc1ccc(N2C(=O)CCC(C(=O)NCc3ccccn3)C2c2ccc(F)cc2)cc1 (stereo unspecified)	.	12%	4%	-3%	-1%	i	8%	-10%
4	CCNC(=S)NNC(=O)CCn1c2ccccc2c2ccccc21	1%	8%	6%	3%	0%	-4%	-15%	2%
5	COc1ccccc1Cn1c(=S)[nH]c2cc(C(=O)NCC3CCCO3)ccc2c1=O (stereo unspecified)	.	.	?	1%	-3%	i	-51%[inhibitor]	-9%
6	COC(=O)c1ccc(NC(=O)c2cccc(Cl)c2)o1	3%	0%	6%	3%	-6%	-14%	-12%	-9%
7	O=C(NCc1nnc(SCC(=O)N2CCCC2)o1)c1c(F)cccc1Cl	.	0%	2%	18%	-10%	-6%	?	-6%
8	O=C(NCCN1CCOCC1)c1cn(CCc2ccccc2)nn1	-2%	1%	-2%	.	-1%	-7%	.	1%
9	c1ccc(-c2ccc(OCCOCCn3cncn3)cc2)cc1	-4%[11.4 µM]	-6%	?	-1%	7%	-6%	?	0%
10	O=C(O)c1ccccc1Nc1ccc(OC(F)F)cc1	6%	.	21%	3%	-5%	-1%	16%	?
11	Cc1cc(C(=O)Nc2ccc3c(c2)OCCO3)co1	23%	9%	4%	-17%	-4%	-11%	.	-4%
12	CC(C)N1CCN(Cc2ccc(C#CC(C)(C)O)s2)CC1CCO (stereo unspecified)	0%	0%[46 µM]	8%	2%	-8%	-2%	.	4%
13	N#Cc1cc2c(nc1SCC(=O)Nc1sc3c(c1C#N)CCC3)CCCC2	1%	9%	?	0%	17%	-9%	16%	?
14	COc1ccc(CN2CCN(Cc3ccccc3)C(CCO)C2)cc1OC (stereo unspecified)	0%	?	4%	-3%	10%	-2%	.	-8%
15	CCOC(=O)c1cccc(NC(=O)c2cnc3ccccc3n2)c1	-12%	-1%	?	.	-3%	3%	.	?
16	CCOc1cccc2sc(Nc3nc4ccc(NC(C)=O)cc4s3)nc12	4%	?	?	1%	2%	2%	-21%	?
17	CCCCn1c(SCC(=O)Nc2cc(C(F)(F)F)cc(C(F)(F)F)c2)nnc1C(CC)N(C)C (stereo unspecified)	1%	-13%	15%	-1%	-2%	-3%	18%	-8%
18	Cc1cccc(NC(=O)CCSc2nc(C)cc(C)n2)c1	3%	13%	0%	-5%	-1%	-9%	-8%	-13%
19	CCN(CC(=O)Nc1cc(Cl)ccc1C)C(=O)C1CCCCC1	.	.	3%	1%	-6%	-3%	-19%	-8%
20	CC(C)(C)C(=O)Nc1nnc(SCc2cccc(F)c2)s1	-10%	.	0%	-3%	-2%	i	?	-4%
21	O=C(O)c1ccc2[nH]c3c(c2c1)CSCC3	32µM*	9%	-1%	1%	-20%	2%	9%	?
22	CC1=Nc2ccccc2N=C(NC(=O)/C=C/C(=O)O)C1c1ccccc1 (stereo unspecified)	2%	.	.	.	?	i	.	-15%
23	c1cncc(CSc2ccc(-c3cccnc3)nn2)c1	.	.	11%	-1%	10%	-3%	11%	-3%
24	O=C(Cc1ccccc1)N1CCN(C(=O)c2ccc([N+](=O)[O-])cc2)CC1	4%	?	-1%	-2%	9%	14%	0%	2%
25	CCn1c(SCC(=O)Nc2cc(NC(C)=O)ccc2OC)nnc1-c1ccncc1	3%	10%	12%	2%	16%	i	?	-1%
26	CC1O[C@@H](O[C@H]2C(Oc3cc(O)c4c(c3)OC(c3ccc(O)cc3)CC4=O)OC(CO)C(O)C2O)C(O)C(O)C1O (stereo partly specified)	.	-6%	6%	0%	8%	-4%	-18%	1%
27	NC1=NCCCC1	.	.	9%	2%	0%	8%	.	-3%
28	CS(=O)(=O)CCCCN=C=S	.	?	?	-5%	-4%	-12%	-7%	-14%
29	CC12CCC(c3c(C(=O)O)nn(-c4ccccc4)c31)C2(C)C (stereo unspecified)	-3%	-1%	9%	0%	1%	i	2%	-6%
30	CC1=CC(=C(C#N)C#N)c2ccccc2N1C	5%	-3%[46 µM]	?	0%	-5%	-5%	-3%	-14%
31	CCOC(=O)C1=C(C)NC2=C(C(=O)C(C(=O)OCC)C(c3ccc(OC)cc3)C2)C1c1ccccn1 (stereo unspecified)	-3%	13%	?	-3%	?	-8%	6%	-20%
32	CNC(=O)CSc1ncnc2c1cnn2-c1ccccc1	.	5%[9.22 µM]	-2%	-2%	4%	-6%	-15%	-10%
33	O=C(CSc1cccc[n+]1[O-])Nc1ccc2c(c1)OCCO2	-1%	1%[46 µM]	-8%	5%	-2%	-4%	5%	-1%
34	Cc1cnc(NS(=O)(=O)c2ccccc2)c(Br)c1	1%	.	.	.	9%	-2%	.	5%
35	CCN(CC(=O)Nc1ccc2c(c1)OCCO2)CC(=O)Nc1ccc2c(c1)OCO2	.	.	10µM*	2%	5%	i	-9%	-14%
36	COc1ccc(S(=O)(=O)NNC(=O)c2sccc2-n2cccc2)cc1	.	-5%[46 µM]	2.8µM*	1%	-4%	11%	-47%[inhibitor]	-2%
37	O=C1CCCC/C1=C\Nc1ccccc1C(=O)O	-3%	2%	?	0%	?	2%	-6%	?
38	COc1cc(CNCc2cccnc2)ccc1OCc1ccccc1	-30%	?	0%	-8%	-2%	-4%	7%	-2%
39	O=C(Nc1c(C(=O)Nc2cccc3ccccc23)cnn1-c1ccccc1)c1ccco1	7%	-16%	4%	-1%	-5%	-12%	15%	-6%
40	O=S(=O)(c1ccc2c(c1)OCCO2)N1CCN(c2nc3ccccc3s2)CC1	1%	12%	5%	-2%	4%	-4%	-26%	-4%
41	OCC1(CCCc2ccccc2)CCN(Cc2cc(F)ccc2F)CC1	-4%	.	?	.	-5%	i	.	-1%
42	Cc1cccc(C)c1NC(=O)CN(C)CC(=O)Nc1ccccc1Br	3%	-6%	6%	2%	-5%	-6%	-10%	-1%
43	CCn1c(=N)n(CC(O)c2ccccc2)c2ccccc21 (stereo unspecified)	.	0%	?	-4%	-9%	-4%	-28%	7%
44	COc1ccc(N2C(=O)CC(NC3CCCCNC3=O)C2=O)cc1 (stereo unspecified)	7%	-7%	20µM*	1%	-11%	-1%	-18%	-4%
45	Cn1ccnc1SCC(=O)Nc1cccc([N+](=O)[O-])c1	1%	-2%[46 µM]	1%	-1%	11%	-2%	7%	-8%
46	COc1ccc(OCC(=O)Nc2c3c(nn2C(C)(C)C)CSC3)cc1	.	.	?	-3%	9%	0%	-45%[inhibitor]	-18%
47	CN(C)CC1CCCCC1C1(O)c2ccccc2CSc2sccc21 (stereo unspecified)	-17%	-14%	-2%	0%	9%	-2%	-43%[inhibitor]	4%
48	Cc1ccc(S(=O)(=O)/N=C/c2cc(Br)ccc2O)cc1	-3%	.	15%	-1%	1%	-4%	13%	7%
49	CN(CCc1ccccn1)C(=O)CCC1CCCN(C(=O)c2c3c(nn2C)CCCC3)C1 (stereo unspecified)	11%	8%[46 µM]	1%	-2%	4%	5%	.	-6%
50	O=c1c2ccccc2ncn1-c1ccc(Cl)cc1Cl	8%	.	.	.	3%	2%	.	-3%

Part of the list above, in transposed form.
(15) CCOC(=O)c1cccc(NC(=O)c2cnc3ccccc3n2)c1
(16) CCOc1cccc2sc(Nc3nc4ccc(NC(C)=O)cc4s3)nc12
(17) CCCCn1c(SCC(=O)Nc2cc(C(F)(F)F)cc(C(F)(F)F)c2)nnc1C(CC)N(C)C (stereo unspecified)

| screen / no. | 15 | 16 | 17 |
| --- | --- | --- | --- |
| L3MBTL1 block | -12% | 4% | 1% |
| Lamin A splicing | -1% | ? | -13% |
| ALDH1A1 block | ? | ? | 15% |
| KinaseGlo FLuc | . | 1% | -1% |
| JMJD2E inh | -3% | 2% | -2% |
| RECQ1 inh | 3% | 2% | -3% |
| SMN2 splice enh | . | -21% | 18% |
| Tau ThT inhib | ? | ? | -8% |

Further structures.
no.	SMILES	L3MBTL1 block	Lamin A splicing	ALDH1A1 block	KinaseGlo FLuc	JMJD2E inh	RECQ1 inh	SMN2 splice enh	Tau ThT inhib
51	COc1cc(/C=N/NC(N)=S)ccc1OCC(=O)N1CCOCC1	-13%	?	7%	3%	-6%	-4%	7%	6%
52	Cc1cccc(N=C2NC(=O)/C(=C/c3cccn3C)S2)c1	-24%	.	?	.	2%	3%	.	7.9µM*
53	COc1ccc(CN2CCCC(C(=O)N(C)Cc3ccccc3)C2)cc1OC (stereo unspecified)	-2%	?	2%	.	5%	i	.	-10%
54	Cc1ccc(Cn2c(SCC(=O)Nc3cccc(C)n3)nc3c2c(=O)n(C)c(=O)n3C)cc1	.	6%	3%	-1%	-3%	-14%	-23%	-9%

Printed as active in ALDH1A1 block (from the list above):
#	Molecule	ALDH1A1 block	JMJD2E inh	RECQ1 inh	SMN2 splice enh	Tau ThT inhib
35	CCN(CC(=O)Nc1ccc2c(c1)OCCO2)CC(=O)Nc1ccc2c(c1)OCO2	10µM*	5%	i	-9%	-14%
36	COc1ccc(S(=O)(=O)NNC(=O)c2sccc2-n2cccc2)cc1	2.8µM*	-4%	11%	-47%[inhibitor]	-2%
44	COc1ccc(N2C(=O)CC(NC3CCCCNC3=O)C2=O)cc1 (stereo unspecified)	20µM*	-11%	-1%	-18%	-4%

Only part of the results is shown; rates above refer to the full screens.
